Screens deposited in PubChem by several laboratories.
PvdQ acylase: P. aeruginosa PvdQ acylase inhibitors, primary screen, biochemical, fluorescence, plate reader and imaging, single point. PvdQ acylase [Pseudomonas aeruginosa LESB58]. purified PvdQ acylase. 340,000 tested, 0.063% active. inhibition, % at 10 µM; in the data active = inhibition above about 30%, passing the limit was not always enough; inconclusive = no clear call, values can overlap the other calls;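 also: 0% = vehicle neutral wells and 100% = reference inhibitor wells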
HTR5A ag: HTR5A agonists in luminescence cell assay, primary screen, counter-screen for OPRM1-OPRD1 heterodimer agonist project, full-deck HTS; 5-hydroxytryptamine receptor 5A (Homo sapiens), P47898; cell-based; activation, % at 9.3 µM; 340,000 tested, 0.61% active; AID 504692, 2011; in the data active = activation mostly above about 9.5%, no sharp cut-off; inactive = mostly below about 7.6%;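 also: 0% = cells with vehicle only and 100% = reference agonist; strong numbers were not always called active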
dFosB act: activators of delta FosB homodimer, primary screen, biochemical, fluorescence polarization, TAMRA-CDK5 oligo, single point. purified delta FosB; percent of positive-control signal above neutral wells. activation, % at 25 µM. 340,000 tested, 0.99% active;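 active = mean activation above about 17%, with every replicate also reaching it, limit read from the data, passing the limit was not always enough; inconclusive = only one of the two conditions met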;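 also: fluorescence polarization rise as delta FosB binds a TAMRA Cdk5 AP-1 oligo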
Target sequence (P13346 whole entry, looked up): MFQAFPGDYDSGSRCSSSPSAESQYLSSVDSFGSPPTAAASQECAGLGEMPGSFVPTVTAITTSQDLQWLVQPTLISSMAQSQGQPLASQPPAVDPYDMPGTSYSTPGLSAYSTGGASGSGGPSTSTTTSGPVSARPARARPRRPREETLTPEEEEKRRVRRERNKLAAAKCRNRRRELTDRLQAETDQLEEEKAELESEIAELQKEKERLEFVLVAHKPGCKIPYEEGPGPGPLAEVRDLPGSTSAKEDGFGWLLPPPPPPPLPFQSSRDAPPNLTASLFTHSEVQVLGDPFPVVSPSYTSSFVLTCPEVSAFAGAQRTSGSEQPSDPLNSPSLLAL
CDK5 p35 inh: inhibitors of human CDK5/p35 kinase, primary screen, biochemical, single concentration; Recombinant CDK5/p35, ADP-Glo luminescence, 60 min; inhibition, % at 10 µM; 330,000 tested, 0.01% active; AID 488839, 2010;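 active = highest replicate inhibition of at least 50% and at least 75% of replicates reaching 50%; inconclusive = only one of the two criteria met; inactive = both criteria failed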;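 also: plate controls were DMSO neutral control for no effect and GW8510 at 10 µM for full effect; many of its hits are not listed in these tables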
NSD2 inh: NSD2 histone methyltransferase inhibitors, primary screen, biochemical, AlphaScreen, single concentration, set 2. Histone-lysine N-methyltransferase NSD2 (Homo sapiens), O96028. NSD2 peptide methylation, 120 min. inhibition, % at 12.5 µM. 310,000 tested, 0.54% active; in the data active = inhibition above about 50%
MITF TRPM1 HTS: activators of MITF-driven TRPM1 promoter reporter, primary screen, cell-based, SK-MEL-5, luciferase, single point; SK-MEL-5 TRPM1-promoter luciferase, 24 h; % of positive control, neutral wells = 0; activation, % at 12.5 µM; 300,000 tested, 0.75% active; AID 588334, 2011;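 active = mean activation of at least 80% with every replicate also reaching 80%; inconclusive = mean reaches 80% but some replicate falls short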;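 also: 0% = neutral control wells and 100% = parthenolide positive control wells; values of inactives mirror those of a sister screen read the other way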
SR-BI HDL uptake: inhibitors of SR-BI mediated HDL lipid uptake, primary screen, ldlA[mSR-BI] cells, fluorescence, single point. Scavenger receptor class B member 1 (Mus musculus), Q61009. ldlA[mSR-BI] CHO cells, DiI-HDL uptake fluorescence, 3 h. inhibition, % at 12.5 µM. 320,000 tested, 0.96% active;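 active = mean replicate inhibition of at least 70% and a set share of replicates each scoring 70 or more; inconclusive = meets just one of the two criteria; inactive = fails both criteria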;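 also: 0% = median of neutral control wells and 100% = median of positive control wells; values of inactives mirror those of a sister screen read the other way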
Target sequence (Q61009 whole entry, looked up): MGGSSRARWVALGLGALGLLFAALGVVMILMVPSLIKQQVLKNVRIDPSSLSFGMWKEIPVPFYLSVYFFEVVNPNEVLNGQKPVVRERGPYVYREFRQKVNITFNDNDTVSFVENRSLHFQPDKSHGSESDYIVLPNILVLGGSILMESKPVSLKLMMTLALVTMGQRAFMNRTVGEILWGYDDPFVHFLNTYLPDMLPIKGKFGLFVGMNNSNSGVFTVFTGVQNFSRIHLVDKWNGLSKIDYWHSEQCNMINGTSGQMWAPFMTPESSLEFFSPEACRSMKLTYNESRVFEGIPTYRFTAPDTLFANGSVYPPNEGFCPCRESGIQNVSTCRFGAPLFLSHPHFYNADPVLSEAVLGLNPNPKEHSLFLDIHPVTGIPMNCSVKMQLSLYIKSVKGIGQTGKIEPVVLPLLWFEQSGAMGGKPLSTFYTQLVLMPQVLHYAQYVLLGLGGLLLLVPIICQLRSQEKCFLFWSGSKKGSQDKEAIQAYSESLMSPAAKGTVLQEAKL
HTR5A inv ag: HTR5A inverse agonists in luminescence cell assay, primary screen, counter-screen for OPRM1-OPRD1 heterodimer inverse agonist project, full-deck HTS; inhibition, % at 9.3 µM; HTR5A cell line, inverse agonism; 5-hydroxytryptamine receptor 5A (Homo sapiens), P47898; 340,000 tested, 0.083% active; in the data active = inhibition mostly above about 23%, no sharp cut-off; inactive = mostly below about 18%;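 also: 0% = cells with DMSO and 100% = no-cell wells with DMSO; some compounds called inactive have numbers as strong as hits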
V-ATPase pHluor: regulators of yeast V-ATPase proton pumping, primary screen, pHLuorin cytosolic pH fluorescence; 350,000 tested, 0.37% active; S. cerevisiae; response, % at 10 µM; in the data active = response mostly above about 7.3%, no sharp cut-off; inactive = mostly below about 5.4%; also: actives read high; inactives centre near 0; some compounds called inactive have numbers as strong as hits; reference of the scale not given here
Wnt act: Wnt/beta-catenin pathway activators, primary screen, cell-based, plate reader, single point | Wnt/beta-catenin reporter cell assay, activator | AID 743398, 2014 | activation, % at 9.35 µM | 300,000 tested, 1.2% active; in the data active = activation above about 30%, passing the limit was not always enough; inconclusive = no clear call, values can overlap the other calls;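 also: 0% = neutral control wells and 100% = positive control wells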
Starred values were filed as active, the others as inactive; ? = inconclusive; . = not tested or not shown; & = joins results of further samples. This is a random part of the collection. About 5% of those tested had a hit in this group.

SMILES	PvdQ acylase	HTR5A ag	dFosB act	CDK5 p35 inh	NSD2 inh	MITF TRPM1 HTS	SR-BI HDL uptake	HTR5A inv ag	V-ATPase pHluor	Wnt act
COc1cc(C2CC(=O)Oc3c(C(CCN4CCCC(C)C4)c4ccc(N(C)C)cc4)c(OC)cc(OC)c32)cc(OC)c1OC (stereo not given)	10	-1	-1	-1.1	.	-13	-10	-20	-6	-4
CC(C)OP(=O)(OC(C)C)C(Nc1ccccc1)c1ccccc1C(F)(F)F (stereo not given)	2	-1	-7	1.6	.	7	-3	3	0	-1
COc1cccc(/C=C(\CC(=O)O)c2nc3ccccc3s2)c1	6	9	-6	-0.2	3	1	-20	-13	-2	-1
CCCCOc1ccc(NC2=NC3(CCCC3)N=C(N)N2)cc1	-9	-9	4	0.9	-3	-13	-22	-7	-3	.
Fc1ccc(SCCc2ccccn2)cc1	1&-8	0	-5&-1	0.8&2.3	1&-3	48	7&-7	-21	-6&-1	4&19
CCCN1C(=O)/C(=C/C=C2\N(CC)c3ccccc3C2(C)C)SC1=S	-10	11	-156	1.7	.	-13	48	-26	3	.
CC(C)C[C@H]1CNC(=S)N1CC1CCCN1C[C@H](Cc1ccc(O)cc1)N1C[C@H](Cc2ccccc2)N(CC2CCCCCC2)C1=S (stereo not given in full)	-14	-2	?	-0.5	.	-9	-11	6	-2	-8
Cc1ccc(NC(=O)CN(C)C(=S)NC2CC2)cc1	-9	0	1	0.1	5	-7	-4	0	-3	-1
Cc1cccc(OCC(=O)Nc2ccc3c(c2)C(=O)NC3=O)c1	1	-2	-3	-2.4	6	-1	-3	8	-1	0
COCc1nc2oc3ccc(C)cc3c(=O)c2cc1C(=O)OC	7	2	5	-0.7	2	91*	24	-8	2	4
O=C(CN1C(=O)S/C(=C\c2ccccc2F)C1=O)NCCCn1ccnc1	4	1	-4	-2.1	4	13	13	11	3	-6
CC(C)(C)NC(=O)C(c1ccncc1)N(C(=O)c1csnn1)C1CC1 (stereo not given)	-7	1	-8	1.8	1	-2	11	24	-3	2
COC(C[C@H]1O[C@H]1[C@@H](O)[C@H](C)OCc1ccccc1)OC	-10	0	-3	-2.8	.	3	-5	-41	2	-3
CCN(c1cccc(C)c1)S(=O)(=O)c1ccc(-c2cc(C)no2)s1	-13	-4	-4	0.3	-4	-26	3	-6	1	-3
O=C(CCCn1c(=O)oc2ccccc21)N1CCN(c2ccc(F)cc2)CC1	-7	6	1	-1.0	-1	12	7	11	1	2
Cn1cc(Cl)c(C(=O)N/N=C/c2ccc(OS(=O)(=O)c3ccccc3)cc2)n1	-11	-4	-13	1.1	-2	.	42	-5	-2	-5
Cc1cccc(C)c1NC(=O)CN1CCc2ccccc2C1	-19	-3	-2	3.0	-2	.	-1	11	3	-2
COCCCNC(=O)C1CCCN(S(=O)(=O)c2cccc3nsnc23)C1 (stereo not given)	-15	0	4	0.9	-1	7	-5	3	-4	-1
Cc1nc2nc(CSc3nc4ccccc4s3)cc(=O)n2[nH]1	-1	6	-6	-0.8	0	-11	-1	-1	-1	-5
Cc1cnc(NC(=O)CCCSc2nc3ccccc3s2)s1	-17	8	-2	0.0	0	.	-11	2	-1	.
CSc1ncc(Cl)c(C(=O)Nc2ccc(NC(C)=O)cc2)n1	-3	0	-11	-1.8	4	21	.	20	0	0
Cn1c(SCC(=O)N2CCCC2)nnc1-c1cnccn1	-7	1	-14	-1.2	2	10	-22	16	5	0
CCOC(=O)NNc1ccc2nonc2c1[N+](=O)[O-]	13	.	-17	0.2	.	.	-4	.	12	.
Cc1cc(C)n(C(N)=NC(=O)c2ccc([N+](=O)[O-])cc2)n1	-11	-3	0	2.8	-2	95*	-17	11	0	10
COc1ccc(/C=C/c2cc(O)cc(OC3OC(CO)C(O)C(O)C3O)c2)cc1 (stereo not given)	7	2	-2	-0.2	.	117*	5	-8	3	49*
(continued)
SMILES	PvdQ acylase	HTR5A ag	dFosB act	CDK5 p35 inh	NSD2 inh	MITF TRPM1 HTS	SR-BI HDL uptake	HTR5A inv ag	V-ATPase pHluor	Wnt act
COC(=O)Nc1ccc(SCC(=O)c2ccc(Cl)cc2)cc1	-3	7	-1	-0.2	1	0	11	-42	0	-1
Cc1ccc(NC(=O)COC(=O)c2ccc([N+](=O)[O-])s2)c(C)c1	-16	12	2	1.0	0	-11	-31	-14	0	-4
CCN(Cc1ccccc1)C(=O)CC1Oc2ccccc2NC1=O (stereo not given)	4	6	-11	0.1	.	0	-3	-17	0	-4
CC(C)[C@H](NS(=O)(=O)c1ccccc1)C(=O)OCC(=O)NCc1ccc2c(c1)OCO2	-10	-1	1	2.5	-2	0	-14	5	-2	2
CCOCCCN(C(=O)Cn1nnc(-c2ccc(C)o2)n1)C(C(=O)NC1CCCC1)c1ccc(C)o1 (stereo not given)	-9	5	-16	0.5	-1	-7	9	-9	-1	0
CC1CCN(C(=O)CN2C(=O)C(=O)c3ccccc32)CC1	-13	0	5	-2.7	.	.	-14	1	3	.
CC(C)(C)OC(=O)NCCCC[C@@H](C(=O)NCCCCCCCCCCC(=O)N1CCN(C(=O)OC(C)(C)C)CC1)n1cc(CCCC(=O)O)nn1	-9	10	-18	-1.7	.	-3	28	-26	12	-4
CCNC(=O)NC(=O)C(C)Sc1ncc(C(F)(F)F)cc1Cl (stereo not given)	-11	0	-10	-1.2	0	-1	-6	7	3	-1
COc1ccc(C(CNC(=O)CCC(=O)c2ccc(C)s2)N2CCOCC2)cc1 (stereo not given)	-6	1	-7	0.7	1	-1	13	-2	-5	0
COc1cccc2sc(N(CCN(C)C)C(=O)/C=C/c3cccs3)nc12	-11	0	-6	-1.8	-1	-45	14	-1	-2	-19
COc1ccc(-c2csc(N3CCN(Cc4ccc5c(c4)OCO5)CC3)n2)cc1	-12	0	-2	0.8	4	0	28	-13	2	0
CCC(C)NC(=O)C1CCN(S(=O)(=O)c2ccc3nc4c(c(C(=O)O)c3c2)CCCCC4)CC1 (stereo not given)	-6	2	-1	-9.3	-2	-16	2	-1	5	2
O=C(N1CCN(c2ccccc2F)CC1)C1(S(=O)(=O)c2ccc(Cl)cc2)CC1	-7	-2	-4	-1.0	-4	-4	-13	-6	-6	0
CC(C)CN(C(=O)COC(=O)c1ccc(Br)o1)c1c(N)n(Cc2ccccc2)c(=O)[nH]c1=O	7	-5	-4	-0.5	-1	-5	-11	13	-2	9
CCN1C(=O)N/C(=C/c2ccc(C)o2)C1=O	-8	0	2	-1.3	7	-2	-6	16	1	-3
O=c1[nH]c(=O)c2nc3ccccc3nc2[nH]1	-13	0	-2	1.1	.	17	-8	0	2	-3
COc1ccccc1NC(=O)CSc1nc(O)cc(=O)n1C	-1	1	12	-0.5	4	5	0	-25	-3	.
COC(=O)[C@H](C)NC(=O)N1CCC(Cc2ccccc2)CC1	-6	2	6	0.8	-2	-9	-5	-6	5	8
CN(C(=O)COC(=O)C1CCN(S(=O)(=O)c2ccc3c(c2)OCCO3)CC1)c1ccccc1	-11	0	-10	0.9	-2	-20	-5	-1	0	-2
COc1ccc(N2CCN(C3CCCN(Cc4ccc(F)cc4)C3)CC2)cc1 (stereo not given)	-1	8	-3	-0.2	15	-9	-15	-22	-4	-2
COc1ccc(/C=N/NC(=O)Cn2c(Cc3ccc(OC)c(OC)c3)nc3ccccc32)cc1	-9	.	-5	-7.7	0	19	62	.	-2	.
COCC(=O)N(C)C[C@H]1N[C@@](Cc2ccccc2)(C(=O)OC)[C@H]2C(=O)N(C)C(=O)[C@@H]12	-7	3	-4	-0.3	.	3	-20	-12	3	-6
N#Cc1cccc(S(=O)(=O)Nc2c(NC3CCCCC3)c3ccccc3oc2=O)c1	-16	3	-12	-3.1	4	-10	-1	8	-4	.
CC(=O)N1c2ccc(S(=O)(=O)NCCC(=O)NC3CCC(C)CC3)cc2CC1C (stereo not given)	-9	1	-8	0.2	-3	4	-15	16	5	0
CCOc1ccc(C2C(C#N)=C(N)N(N(C)C)C3=C2C(=O)CC(C)(C)C3)cc1 (stereo not given)	3	-1	-1	1.2	2	11	18	3	-2	1
The results go on.
SMILES	PvdQ acylase	HTR5A ag	dFosB act	CDK5 p35 inh	NSD2 inh	MITF TRPM1 HTS	SR-BI HDL uptake	HTR5A inv ag	V-ATPase pHluor	Wnt act
COc1ccc(/C=C2\SC(=S)N(CCC(=O)Nc3ccccc3C(=O)O)C2=O)cc1	4	2	1	2.6	18	-11	-7	-8	-5	-3
COC(=O)c1sccc1NC(=O)COc1ccc(Cl)cc1	-2	5	1	0.0	-1	6	-37	-14	-2	0
COc1cccc(NC(=O)Nc2cc(NC(=O)Nc3cccc(OC)c3)c(C)nc2C)c1	-9	3	18*	0.4	0	-11	-14	-10	1	2
COc1ccccc1C(=O)NCC(=O)OCc1csc(-c2ccccc2)n1	0	2	-2	-0.9	-2	5	-8	-6	1	10
COc1ccc(CCNC(=O)COc2nsnc2N2CCOCC2)cc1OC	-8	-2	-1	-0.6	1	.	.	6	-2	.
COc1ccc(-c2cc(C(F)(F)F)n3nc(C(=O)N4CCOCC4)nc3n2)cc1	-10	0	-4	0.7	-1	0	17	-10	3	.
COc1ccc(Cn2c(=O)c3c(nc(NCCO)n3C)n(C)c2=O)cc1	-2	-1	-5	-1.4	1	10	-13	12	0	.
CC(C)(C)OC(=O)N(CCc1ccccc1)Cc1ccc(OCc2cccc(NC(=O)C3CCCC3)c2)cc1	-17	-1	-18	0.2	.	-2	47	4	-1	-1
CSc1nc2nc(C(F)(F)F)cc(-c3ccccc3)n2n1	-2	-1	-3	0.1	0	4	8	4	3	-1
COc1cc(CNCCc2ccc(S(N)(=O)=O)cc2)ccc1OCC(=O)N1CCCCC1	1	1	-4	0.1	-2	-4	-5	-23	-3	-4
CC(=O)Nc1ccc(S(=O)(=O)N(C)CC(=O)OCC(=O)c2ccc[nH]2)cc1	5	0	2	1.8	1	1	-11	1	1	2
O=C(CN1CCN(S(=O)(=O)c2ccc(Cl)cc2)CC1)NC1CCCC1	1	0	-4	0.5	3	-10	-21	0	8	-3
Cc1cccc(CCNC(=O)Cn2ncc3c([nH]c4ccccc43)c2=O)c1	-16	-1	?	-0.1	3	4	-4	13	4	.
COc1ccc2nc(NC(=O)C3COc4ccccc4O3)sc2c1 (stereo not given)	-12	7	?	0.5	.	66	8	-17	-2	22
COC(=O)C12CC3CC(C1)CC(n1cnc(Cl)n1)(C3)C2	-19	0	-3	0.9	2	-9	-9	-4	-2	-9
COc1cc(OC)cc(-c2c(C#Cc3ccsc3)c3cc(-c4ccc5[nH]ccc5c4)ccc3n2C)c1	-11	0	23*	-0.3	.	-8	25	-12	1	-7
CN(Cc1cccnc1)Cc1cn(Cc2ccccc2)nc1-c1ccc2c(c1)OCO2	-2	-4	-5	-0.8	5	-4	11	12	-2	.
